CHRM4 agonist = human M4 muscarinic receptor agonists, primary screen, CHO-K1 cells, Fluo-8 calcium fluorescence. Muscarinic acetylcholine receptor M4 (Homo sapiens), P08173. CHO-K1 hM4/Gqi5; vehicle 0%, full acetylcholine response 100%. activation, % at 3 µM. actives 0.14% (n = 360,000);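 active means activation above the run mean over all test wells plus 3 SD, cut at about 32% in these data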;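 further: peak over basal fluorescence ratio per well then scaled between controls; 0% = DMSO wells and 100% = acetylcholine at EC100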
Target sequence (P08173 whole entry, looked up): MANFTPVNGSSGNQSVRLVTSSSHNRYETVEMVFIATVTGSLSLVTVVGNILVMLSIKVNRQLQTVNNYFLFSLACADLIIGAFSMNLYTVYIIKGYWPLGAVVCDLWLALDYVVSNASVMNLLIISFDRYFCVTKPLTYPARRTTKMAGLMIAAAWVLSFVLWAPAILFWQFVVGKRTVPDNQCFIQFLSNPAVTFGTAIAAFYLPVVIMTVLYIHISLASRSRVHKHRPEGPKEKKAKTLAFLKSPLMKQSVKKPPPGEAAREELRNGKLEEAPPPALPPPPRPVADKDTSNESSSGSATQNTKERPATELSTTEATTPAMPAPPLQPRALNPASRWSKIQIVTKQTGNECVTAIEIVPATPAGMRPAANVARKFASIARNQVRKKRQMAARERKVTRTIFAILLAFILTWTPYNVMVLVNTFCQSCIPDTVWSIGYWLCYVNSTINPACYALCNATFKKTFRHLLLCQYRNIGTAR
CHRM4 PAM = human M4 muscarinic receptor positive allosteric modulators, primary screen, CHO-K1 cells, Fluo-8 calcium fluorescence | Muscarinic acetylcholine receptor M4 (Homo sapiens), P08173 | CHO-K1 hM4/Gqi5, ACh EC20; 0% = ACh EC20, 100% = maximal ACh | activation, % at 3 µM | actives 0.4% (n = 360,000) | AID 624126, 2012;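 active means activation above its plate's cutoff, the mean activation of sample wells plus 3 SD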; further: some results filed as inactive read as strong as hits
CRFBP-R2 agonist = agonists of CRF-BP/CRF-R2 complex, primary screen, cell-based, HEK293, calcium dye fluorescence, uHTS. activation, % at 13.2 µM. CRF-binding protein / CRF receptor 2 complex (human). actives 0.46% (n = 350,000). calcium dye fluorescence (FLIPR); percent of saturating CRF peptide response;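 active means activation of at least 50%, plus an integration ratio under a set limit after plate pattern correction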;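 further: plate controls were neutral control wells without compound for no effect and CRF at EC100 for full effect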
M5 ag = human M5 muscarinic receptor agonists, primary screen, CHO-K1 cells, Fluo-8 calcium fluorescence; Muscarinic acetylcholine receptor M5 (Homo sapiens), P08912; CHO-K1 hM5 cells; 0% DMSO wells, 100% maximal acetylcholine response; activation, % at 3 µM; actives 0.19% (n = 360,000);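 active means activation above the run's mean over test compounds plus 3 SD, cut at about 23% in these data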;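 further: signal is peak over basal fluorescence ratio across the kinetic read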
Target sequence (P08912 whole entry, looked up): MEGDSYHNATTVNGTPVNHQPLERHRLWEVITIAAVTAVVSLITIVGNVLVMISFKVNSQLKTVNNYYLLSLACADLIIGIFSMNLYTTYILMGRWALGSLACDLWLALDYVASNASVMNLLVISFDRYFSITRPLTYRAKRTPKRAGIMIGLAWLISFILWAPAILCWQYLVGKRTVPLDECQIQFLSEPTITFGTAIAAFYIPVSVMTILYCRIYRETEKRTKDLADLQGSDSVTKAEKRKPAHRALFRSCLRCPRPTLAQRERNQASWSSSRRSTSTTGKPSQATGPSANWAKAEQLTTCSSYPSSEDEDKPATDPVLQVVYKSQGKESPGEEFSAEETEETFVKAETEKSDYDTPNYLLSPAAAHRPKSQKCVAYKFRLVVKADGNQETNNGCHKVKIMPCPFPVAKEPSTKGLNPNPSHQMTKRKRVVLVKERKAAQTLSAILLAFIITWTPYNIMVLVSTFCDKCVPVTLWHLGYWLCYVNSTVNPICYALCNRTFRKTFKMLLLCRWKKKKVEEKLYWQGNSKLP
M5 PAM = human M5 muscarinic receptor positive allosteric modulators, primary screen, CHO-K1 cells, Fluo-8 calcium fluorescence | Muscarinic acetylcholine receptor M5 (Homo sapiens), P08912 | CHO-K1 hM5, ACh EC20 PAM; 0% = ACh EC20, 100% = ACh EC100 | activation, % at 3 µM | actives 0.3% (n = 360,000) | AID 624038, 2012;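 active means activation above the run cutoff, the mean activation of all test compounds plus 3 SD, cut at about 18% in these data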
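System – CHO-K1 hM5 cells · Compound – 3 µM, single dose · Incubation – compound preincubation 140 s before EC20 acetylcholine addition · Technique – Fluo-8 calcium fluorescence · Measure – Max/basal fluorescence ratio as % of EC20–EC100 ACh window · Benchmarks – low control EC20 acetylcholine (0%), high control EC100 acetylcholine (100%) · Replication – singlicate, one well per test compound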
IDE cell inh = human IDE inhibitors in live cells, primary screen, fluorescence polarization, HEK cells, FAbetaB substrate | inhibition, % at 5.59 µM | FAbetaB cleavage | actives 0.41% (n = 320,000) | AID 434962, 2010;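 active means percent inhibition above the average of all tested compounds plus 3 SD, set per screening campaign, cut at about 16% in these data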;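 further: IDE supplied by intact live HEK cells; FP after avidin binding of uncleaved biotin substrate so inhibition keeps polarization high; 0% = DMSO wells and 100% = 60 µM reference IDE inhibitor Ii1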
CHRM5 antagonist = human M5 muscarinic receptor antagonists, primary screen, CHO cells, Fluo-8 calcium fluorescence | actives 0.59% (n = 360,000) | inhibition, % at 3 µM | CHO-hM5 cells, ACh EC80 | Muscarinic acetylcholine receptor M5 (Homo sapiens), P08912;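 active means inhibition above a per-plate cutoff, the mean of that plate's test compounds plus 3 SD, cut at about 27% in these data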;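 further: 0% = acetylcholine EC80 with DMSO and 100% = DMSO without agonist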
CRFBP-R2 block = antagonists of CRF-BP/CRF-R2 complex, primary screen, cell-based, HEK293, calcium dye fluorescence, uHTS; actives 0.59% (n = 350,000); CRF-induced calcium fluorescence; inhibition, % at 11.8 µM;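 active means inhibition of the ligand-induced calcium signal above about 50% at the single tested concentration, limit read from the data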
M4 antag = human M4 muscarinic receptor antagonists, primary screen, CHO cells, Fluo-8 calcium fluorescence | CHO-hM4 cells, ACh EC80 | inhibition, % at 3 µM | actives 0.73% (n = 360,000) | AID 624125, 2012;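 active means inhibition above its plate's cutoff, the mean inhibition of sample wells plus 3 SD, cut at about 27% in these data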;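 further: 0% = acetylcholine EC80 with DMSO and 100% = DMSO without agonist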
Active calls of the source: *; . = no result given; & = joins results of further samples. Only part of the results is shown; count on the stated rates, not on these rows.

SMILES	CHRM4 agonist	CHRM4 PAM	CRFBP-R2 agonist	M5 ag	M5 PAM	IDE cell inh	CHRM5 antagonist	CRFBP-R2 block	M4 antag
O=C1C2CCCN2C(c2cccs2)N1c1ccccn1 (stereo not drawn)	1	8	0.2	-8	-1	1	0	8	0
CN1CC[C@@]2(C)c3cc(O)ccc3N(C)C2O1 (stereo partly drawn)	2	0	0.8	6	0	1	-4	2	7
CCOC(=O)c1c(C)[nH]c(C(=O)C(Cc2ccccc2)N(C)C)c1C (stereo not drawn)	1	-8	3.3	0	0	-7	-6	-36	3
c1ccc(CCc2ccc3n2Cc2cnnn2-c2ccccc2-3)cc1	1	0	-0.8	0	-1	.	-4	6	-21
C[C@]12CC[C@H](O)CC1C(=O)CC1C2CC[C@@]2(C)C1CC[C@@H]2O (stereo partly drawn)	2	4	5.9	-5	-3	0	-3	-12	-12
COC(=O)C1=C(c2ccc(OC(F)(F)F)cc2)C[C@@H]2CC[C@H]1N2C(=O)NC(C)C	0	5	-0.8	0	5	-5	6	-5	3
COc1ccc(C(=O)C23CN4CN(CN(C4)C2)C3)cc1	1	1	0.7	0	6	-2	7	-8	1
CC(=O)c1cn(Cc2ccc(C#N)cc2)c2ccccc12	3	-2	-1.2	-2	-16	0	42*	2	-9
Cn1c(=O)c2c(nc(N/N=C/c3c(O)n(-c4ccccc4)c(=S)[nH]c3=O)n2C)n(C)c1=O	1	-5	-2.0	2	-1	6	-1	17	10
C=CCn1c(O)c(C(CC)=Nc2ccc(N(C)C)cc2)c(=O)[nH]c1=O	1	-2	45	-2	-3	-2	-2	-31	-4
O=C1C(=O)N(c2ccccc2)P(=O)(N(CCCl)CCCl)N1c1ccccc1	1	3	1.4	5	1	.	12	8	-10
CN(C)S(=O)(=O)c1cc(NC(=O)C[N+]23CCN(CC2)CC3)ccc1Cl	0	10	-2.2	-5	1	-3	8	17	-8
C/C(=N\NC(=O)c1ccncc1)c1c(O)n(-c2ccccc2)c(=O)[nH]c1=O	0	9	-1.7	0	0	4	3	6	3
CC1=C(C(=O)O)N2C(=O)C(NC(=O)CCCC(=O)O)C2SC1 (stereo not drawn)	1	1	0.9	0	-9	6	4	3	-3
C[C@]12CCC3[C@@H](CCC4=CC(=O)CC[C@@]43CO)C1CCC2=O (stereo partly drawn)	2	-5	1.5	1	-5	4	-2	5	-2
Cc1cc(C(=O)N2CCC3(CC2)OCCO3)no1	1	4	1.1	-3	-6	-2	0	7	2
COC(=O)CC1=C(C(=O)OC)C2(C(=O)N(C)c3ccccc32)C(C#N)=C(N)O1 (stereo not drawn)	0	3	-2.4	1	11	-15	1	13	-2
O=C1OCCC1C(=O)c1ccccc1 (stereo not drawn)	0	-3	22	1	-1	.	4	-34	-8
COc1ccccc1-n1c(O)c(C=NCc2ccc3c(c2)OCO3)c(=O)[nH]c1=O	0	4	-1.1	0	2	2	0	6	11
COC(=O)C1=C(c2ccc(OC(F)(F)F)cc2)C[C@@H]2CC[C@H]1N2C(=O)NCCCOC(C)C	0	6	-2.4	-2	2	-2	5	2	-12
c1cncc(CNCCN2CCNCC2)c1	0	0	-0.6	0	-3	.	9	20	-6
CN1CCN(CCC(C#N)(c2ccccc2)c2ccccc2)CC1	1	-16	-0.8	-14	-49	1	50*	-3	40*
CC1=Nc2ccccc2/C1=C/c1c(O)n(C)c(=O)[nH]c1=O	0	-5	3.9	-7	-2	0	9	-8	0
C=CCn1c(O)c(C=NCCN(C)C)c(=O)[nH]c1=O	2	3	2.5	4	3	7	2	-7	-2
S=P(N1CCCCCC1)(N1CC1)N1CC1	1	8	-1.2	4	6	.	4	-3	-2
Cc1cc(C)cc(OCCOc2cccc(C=C3C(=O)NC(=O)NC3=O)c2)c1	-2	-1	2.1	-4	2	1	-3	-23	-3
CN(C)CC1CSCCC1(O)c1ccc(C(F)(F)F)cc1 (stereo not drawn)	1	1	-0.2	-1	1	0	-6	16	8
O=C1NCCN2CCCC12 (stereo not drawn)	1	15	-0.3	-3	1	2	-5	-7	-11
O=c1c2ccccc2nc(-c2ccccc2)n1-c1cccc(O)c1	2	-4	3.2	-2	-4	6	-3	7	12
COc1ccccc1-n1c(Cc2ccccc2)nc2ccccc2c1=O	1	-5	0.0	4	-4	2	11	-6	6
COc1ccc(CCNCc2ccc(F)cc2)cc1OC	0	0	-1.2	-2	2	-1	3	-18	7
CCOC(=O)c1c(N)n(CCCOC(=O)c2ccco2)c2nc3ccccc3nc12	5	-4	-1.7	-2	-5	3	5	-12	2
CC(=O)OC1C2CCCC1C(N1CCCC1)CC2 (stereo not drawn)	1&0	3&0	0.9&-1.2	-7&-5	-2&2	2&-3	-2&4	11&9	1&-6
CCCNS(=O)(=O)c1ccc(OCC(=O)N2CCN(Cc3ccc4c(c3)OCO4)CC2)c(C)c1	13	0	4.3	-2	-11	0	8	-7	-29
CC1(C)CC(=O)CC(C)(C)N1O	0	-3	-1.0	-1	1	.	-2	15	-2
O=P(/C(=N/O)N1CCOCC1)(N1CCOCC1)N1CCOCC1	1	2	-3.2	-2	5	3	8	55*	2

Looked up above:
CCOC(=O)c1c(N)n(CCCOC(=O)c2ccco2)c2nc3ccccc3nc12 – M5 PAM = -5
CC1(C)CC(=O)CC(C)(C)N1O – CRFBP-R2 block = 15
Cc1cc(C)cc(OCCOc2cccc(C=C3C(=O)NC(=O)NC3=O)c2)c1 – M4 antag = -3
O=C1NCCN2CCCC12 (stereo not drawn) – IDE cell inh = 2

Single records, from the list above. Values in the order: CHRM4 agonist, CHRM4 PAM, CRFBP-R2 agonist, M5 ag, M5 PAM, IDE cell inh, CHRM5 antagonist, CRFBP-R2 block, M4 antag
Listed for O=C1NCCN2CCCC12 (stereo not drawn) = 1, 15, -0.3, -3, 1, 2, -5, -7, -11
Listed for O=P(/C(=N/O)N1CCOCC1)(N1CCOCC1)N1CCOCC1 = 1, 2, -3.2, -2, 5, 3, 8, 55*, 2

(further entries)
SMILES	CHRM4 agonist	CHRM4 PAM	CRFBP-R2 agonist	M5 ag	M5 PAM	IDE cell inh	CHRM5 antagonist	CRFBP-R2 block	M4 antag
CCOc1cc2c(cc1OCC)-n1cccc1C(c1ccc(C(C)C)cc1)NC2 (stereo not drawn)	8	-6	0.3	-4	-7	10	9	-14	-3
Cc1cc(N2CCOCC2)ccc1/C=C1\C(=O)NC(=O)N(c2ccccc2)C1=O	2	-1	2.6	-1	-1	4	4	0	-7
COC(=O)c1ccc(N2CCN(C)CC2)c([N+](=O)[O-])c1	0	-2	-2.7	-6	-4	2	-1	9	-2
Cc1cccc(OP(=O)(NCc2ccccc2)Oc2cccc(C)c2)c1	7	-22	2.1	-3	-16	-5	11	-44	15
CC(C)CCNC(=O)c1c(N)n(CC2CCCO2)c2nc3ccccc3nc12 (stereo not drawn)	1	7	2.6	0	0	4	3	-19	-3
C[C@]12CCC3[C@@H](CCC4=CC(=O)CC[C@@]43C=O)C1CCC2=O (stereo partly drawn)	1	1	3.2	-3	2	2	6	2	-6
COc1ccc(CNC(=O)CCC(=O)N2C[C@H]3C[C@H](C2)c2cccc(=O)n2C3)cc1OC	0	3	-1.0	0	1	1	8	7	1
CN1C2CCC1CC(OC(=O)c1cccc(O)c1)C2 (stereo not drawn)	0	-10	0.9	-6	-23	.	20	-1	7
CC(=NCCCO)c1c(O)[nH]c(=O)[nH]c1=O	1	1	0.4	-2	-5	-6	1	-4	-7
COc1cccc(CN2CCNCC2)c1OC	1	-1	-1.4	-2	4	-3	-1	9	0
CCN1CCN(c2ccc([N+](=O)[O-])cc2C#N)CC1	0	-6	1.4	-6	2	5	-6	-11	9
CC(C)C(=O)c1cn(Cc2ccccc2C#N)c2ccccc12	0	0	-3.7	-4	4	-1	2	7	-1
COc1ccc(C2C=C(C)Oc3c2c(=O)oc2ccccc32)cc1OC (stereo not drawn)	1	-1	-1.4	0	-3	.	3	8	-2
N#Cc1ccc(NC(=O)CCNC(=O)c2ccco2)cc1Cl	5	-3	1.2	-2	-5	-3	2	-1	-7
O=C(OC1CC2CCC(N2)C1C(=O)O)c1ccccc1 (stereo not drawn)	1	-2	-0.3	3	-1	5	0	-1	-5
Cn1ccnc1P(=S)(c1nccn1C)c1nccn1C	2	16	-2.5	-1	5	7	-11	12	-2
O=C1NC(=O)C(=Cc2ccccc2OCCOc2ccc([N+](=O)[O-])cc2)C(=O)N1	3	10	0.1	-1	1	.	-5	-66	-6
COc1cc(/C=C/[N+](=O)[O-])ccc1OC(=O)c1cccnc1	2	6	9.0	2	6	.	0	-49	-10
CC1CCCC(NC(=O)COC(=O)c2cn(C)c3ccccc23)C1C (stereo not drawn)	-1	-1	-1.4	-3	0	-1	14	4	12
O=C(CCS(=O)(=O)c1ccc(Br)cc1)N1CCC2(CC1)OCCO2	1	12	0.7	-2	-4	3	-13	5	7
COC(=O)C1=C(c2cccc(OCc3ccccc3)c2)C[C@@H]2CC[C@H]1N2C(=O)NCCc1ccc(F)cc1	4	-16	3.2	-8	-20	0	4	7	40*
CN1CCCC1C(O)(c1ccccc1)c1ccccc1 (stereo not drawn)	1	-3	-0.4	-6	-20	-1	7	2	1
COc1ccc(CN2CCN(C(=O)Cc3ccccc3)CC2)cc1Br	2	-2	-0.9	1	5	3	-4	-3	-6
Cc1cccc(N2C(=O)/C(=C/N3CCN(C(=O)c4ccco4)CC3)C(=O)NC2=S)c1	2	-4	-0.2	-3	11	-1	-4	22	-1
Cc1cccc(N2C(=O)NC(=O)/C(=C/c3ccc(N4CCOCC4)cc3)C2=O)c1	1	-8	7.1	0	7	-2	-4	-15	-10
COc1ccc(CNCCc2c[nH]c3ccccc23)c(OC)c1OC	5	-3	-0.2	2	-3	1	11	-2	3
CCOc1cccc(=NC2CCCCC2)c2c(C)[nH]c(C)c12	4	-9	1.7	4	11	0	-11	2	5
c1ccc(CCNC2CCCCCC2)cc1	0	0	-0.5	-6	-2	5	-2	7	-10
CCN(CC)C(=O)c1ccc(NC(=O)COC(=O)c2ccc(Cl)s2)cc1	4	0	-1.5	5	-8	-4	5	4	3
COc1ccn(C)c(=O)c1C#N	0	1	1.2	2	2	11	9	1	0
CCC(C)(C)n1nnnc1CN1CCC(n2c(C)nc3cc(C(F)(F)F)ccc32)CC1	1	-5	0.9	1	-5	-3	5	-6	11
O=C(c1cc(F)ccc1F)C1CCCN(Cc2cc(Cl)ccc2O)C1 (stereo not drawn)	-1	-8	-0.9	-1	13	6	-7	-8	-9
NP(=O)(Oc1ccccc1)Oc1ccccc1	1	4	3.0	1	3	.	12	-1	0
C=CCn1c(=O)c(C=Nc2cccnc2Cl)c(O)n(CCCC)c1=O	1	4	12	0	2	7	-5	-16	-1
O=C1NC(=O)C2(C(=O)N1)C(c1ccc(F)cc1)NC(=S)NC2c1ccc(F)cc1 (stereo not drawn)	1	13	1.7	2	-6	1	-4	-14	-4

Screening results as filed in PubChem.
